ABCB1 inh: ABCB1 efflux pump inhibitors, primary screen, cell-based, multiplex, flow cytometry, ABCG2 counter-screen. inhibition, % at 6.6 µM. ATP-dependent translocase ABCB1 (Homo sapiens), P08183. AID 1326, 2008. actives 0.067% (n = 190,000). CCRF-Adr cells, JC-1 efflux; in the data active means inhibition above about 40%;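 further: 0% = vehicle and 100% = reference inhibitor; higher value means more JC-1 retained so stronger ABCB1 efflux block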
RGS8-Gao: RGS8-Galphao binding modulators, primary screen, biochemical, multiplexed bead flow cytometry | actives lie on both sides | response (percent of control binding), % at 10 µM | actives 0.34% (n = 220,000) | AID 1423, 2008; in the data active means response below about 60% or above about 140%; inactive means in between;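 further: Galphao activated as the GDP aluminium fluoride complex binding bead-coupled RGS8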
RGS7-Gao reg: RGS7-Galphao binding modulators, primary screen, biochemical, multiplexed bead flow cytometry; actives lie on both sides; binding response (% of control), % at 10 µM; actives 0.35% (n = 220,000); in the data active means binding response below about 49% or above about 150%; inconclusive means no clear call, values can overlap the other calls; inactive means in between;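 further: fluorescent Galphao held in activated GDP-AlF4 state binding bead-coupled RGS7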
Bcl-XL Bim block: inhibitors of Bim-Bcl-XL binding, primary screen, biochemical, multiplexed, bead flow cytometry, human Bcl-XL; Bcl-2-like protein 1 (Homo sapiens), Q07817; actives 0.04% (n = 190,000); inhibition, % at 10 µM; Bim peptide-Bcl-XL binding, fluorescence; AID 1007, 2008
Target sequence (Q07817 whole entry, looked up): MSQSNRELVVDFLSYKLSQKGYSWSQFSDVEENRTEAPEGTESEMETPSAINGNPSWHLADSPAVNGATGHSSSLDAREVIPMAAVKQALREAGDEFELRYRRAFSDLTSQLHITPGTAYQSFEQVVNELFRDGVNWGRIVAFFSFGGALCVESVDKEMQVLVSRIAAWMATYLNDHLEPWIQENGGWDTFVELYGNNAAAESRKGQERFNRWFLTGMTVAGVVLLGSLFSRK
Bim-Bcl-2: inhibitors of Bim-Bcl-2 binding, primary screen, biochemical, multiplexed, human Bcl-2 family | Apoptosis regulator Bcl-2 (Homo sapiens), P10415 | Bead-based flow cytometry, Bim peptide-Bcl-2 binding | inhibition, % at 10 µM | actives 0.06% (n = 190,000) | AID 950, 2007; in the data active means inhibition above about 40%; inconclusive means no clear call, values can overlap the other calls;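 further: 0% = no compound wells with probe peptide and 100% = reference peptide inhibitor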
Bcl-B Bim block: inhibitors of Bim-Bcl-B binding, primary screen, biochemical, multiplexed, human Bcl-2 family; Bcl-2-like protein 10 (Homo sapiens), Q9HD36; bead-based flow cytometry, Bim peptide-Bcl-B binding; inhibition, % at 10 µM; actives 0.073% (n = 190,000); AID 951, 2007;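 further: 0% = tracer peptide without compound and 100% = reference inhibitor peptide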
Target sequence (Q9HD36 whole entry, looked up): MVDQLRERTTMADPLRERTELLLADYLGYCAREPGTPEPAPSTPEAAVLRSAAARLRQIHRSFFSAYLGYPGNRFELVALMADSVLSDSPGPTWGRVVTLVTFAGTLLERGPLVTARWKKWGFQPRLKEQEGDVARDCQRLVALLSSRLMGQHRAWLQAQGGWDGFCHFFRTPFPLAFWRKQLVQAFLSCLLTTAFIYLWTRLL
Mcl-1 Bim block: inhibitors of Bim peptide binding to Mcl-1, primary screen, biochemical, bead-based flow cytometry, multiplex. Induced myeloid leukemia cell differentiation protein Mcl-1 (Homo sapiens), Q07820. Bim peptide-Mcl-1 binding. inhibition, % at 10 µM. actives 0.1% (n = 190,000);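 further: 0% = no compound tracer wells and 100% = peptide blocker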
Target sequence (Q07820 whole entry, looked up): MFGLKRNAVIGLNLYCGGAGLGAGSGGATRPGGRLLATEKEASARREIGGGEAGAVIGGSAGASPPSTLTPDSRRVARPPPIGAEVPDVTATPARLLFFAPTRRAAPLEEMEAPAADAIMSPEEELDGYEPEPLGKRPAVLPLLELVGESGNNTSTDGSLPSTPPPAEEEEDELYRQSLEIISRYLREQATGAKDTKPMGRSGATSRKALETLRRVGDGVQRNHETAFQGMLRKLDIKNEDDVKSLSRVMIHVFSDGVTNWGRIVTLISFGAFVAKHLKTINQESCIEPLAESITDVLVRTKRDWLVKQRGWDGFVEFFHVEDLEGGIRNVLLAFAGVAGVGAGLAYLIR
RGS4-Gao reg: modulators of RGS4 binding to Galphao, primary screen, biochemical, multiplexed bead flow cytometry. Guanine nucleotide-binding protein G(o) subunit alpha (Homo sapiens), P09471. actives lie on both sides. binding response (% of control), % at 10 µM. actives 0.33% (n = 220,000); in the data active means binding response below about 49% or above about 150%; inactive means in between;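 further: fluorescent Galphao activated with aluminum fluoride binding bead-coupled RGS4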
ABCG2 inh: ABCG2 efflux pump inhibitors, primary screen, multiplex with ABCB1, IgMXP3 cells, flow cytometry; actives 0.1% (n = 190,000); JC-1 efflux; Broad substrate specificity ATP-binding cassette transporter ABCG2 (Homo sapiens), Q9UNQ0; AID 1325, 2008; inhibition, % at 6.6 µM;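 active means inhibition above 80%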;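 further: 0% = DMSO and 100% = nicardipine control wells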
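Read-out basis: Efflux inhibition in percent versus controls | Test system: ABCG2 IgMXP3 and barcoded ABCB1 CCRF-Adr cell mix | Quantity: 3 million cells/mL in well | Schedule: 10 min at 25 °C | Control set: Nicardipine as high control, DMSO as low control | Reagent: JC-1 as fluorescent efflux pump substrate | Signal: Flow cytometry of retained JC-1 fluorescence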
Bim-Bfl-1: inhibitors of Bim binding to Bfl-1, primary screen, biochemical, multiplexed, bead-based flow cytometry | Bim-Bfl-1 binding inhibition | Bcl-2-related protein A1 (Homo sapiens), Q16548 | AID 1008, 2008 | actives 0.12% (n = 190,000) | inhibition, % at 10 µM;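 further: 0% = wells without compound plus tracer and 100% = blocker peptide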
Bim-Bcl-W: inhibitors of Bim binding to Bcl-W, primary screen, biochemical, multiplexed, bead-based flow cytometry; AID 952, 2007; Bim peptide-Bcl-W binding; inhibition, % at 10 µM; Bcl-2-like protein 2 (Homo sapiens), Q92843; actives 0.02% (n = 190,000);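 further: 0% = bound tracer without compound and 100% = peptide blocker; higher means less fluorescent Bim peptide bound to Bcl-W beads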
Target sequence (Q92843 whole entry, looked up): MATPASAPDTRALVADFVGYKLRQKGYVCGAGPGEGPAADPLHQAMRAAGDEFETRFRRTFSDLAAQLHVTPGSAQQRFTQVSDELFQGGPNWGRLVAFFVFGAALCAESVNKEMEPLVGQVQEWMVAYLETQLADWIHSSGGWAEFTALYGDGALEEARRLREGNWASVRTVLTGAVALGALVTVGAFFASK
Active calls of the source: *; ? = inconclusive; / = no result given. Unless noted, no stated cut-off is given here; in the data, active means inhibition above about 40%.

SMILES	ABCB1 inh	RGS8-Gao	RGS7-Gao reg	Bcl-XL Bim block	Bim-Bcl-2	Bcl-B Bim block	Mcl-1 Bim block	RGS4-Gao reg	ABCG2 inh	Bim-Bfl-1	Bim-Bcl-W
COc1ccc(Br)cc1CNc1ccc2[nH]c(=O)[nH]c2c1	1.9	97	102	0	4	-6	4	103	25	16	9
CCOC(=O)N1CCC(NC(=O)C2CCCN(S(=O)(=O)c3cccnc3)C2)CC1 (stereo not drawn)	0.7	96	103	-8	-5	-8	-3	100	4	-7	-4
O=C(O)c1cc2c([nH]c1=O)CCCC2	-0.1	101	98	0	1	-3	2	99	3	-2	-2
CCOC(=O)c1[nH]c(C)c(C(=O)NC2CCCCC2)c1C	-0.1	96	100	0	-2	0	1	96	1	-1	2
O=C(/C=C/c1ccc2c(c1)OCO2)N1CCOCC1	0.3	100	97	1	-2	-2	1	99	1	-12	4
CCC(CC)NC(=O)COc1ccc(OC)cc1C=O	-0.1	97	93	2	0	0	-1	92	0	0	0
CC(C)(C)NC(=O)CN(C(=O)CS(=O)CC(=O)Nc1ccc(F)cc1)c1ccc(Cl)cc1 (stereo not drawn)	0.5	105	99	-20	-2	-5	2	100	1	-9	4
COc1ccc2cc(CN(Cc3cccnc3)Cc3nnnn3Cc3ccccc3)c(=O)[nH]c2c1	0.9	100	98	-4	-1	-4	4	100	1	-11	0
N#CC(C(=O)Nc1ccc(Cl)c(Cl)c1)=C1Nc2ccccc2N1	0.6	101	105	-6	-11	-6	-3	99	17	-17	-3
O=[N+]([O-])c1ccc(C[n+]2cccc3ccccc32)cc1	-0.1	103	?	0	1	-6	0	103	-1	0	2
CC(C)=CCN1CCN(Cc2cccc3nonc23)CC1CCO (stereo not drawn)	0.3	106	106	-5	-7	-2	0	102	0	-3	-2
O=C(CSc1nnc(-c2ccc(F)cc2)c2ccccc12)Nc1ccccc1	2.1	95	96	-4	3	-3	-2	95	9	2	0
CC(=O)Oc1c2occc2cc2ccc(=O)oc12	0.3	100	102	-6	-6	-6	0	100	6	-5	0
O=C1CCCc2nn(-c3ccccc3)nc21	0.1	104	99	/	?	/	/	99	0	/	/
CC1CCN(Cc2c(O)ccc3c(=O)c(-c4nc5ccccc5s4)c(N)oc23)CC1	0.0	102	104	-1	1	-2	3	101	0	4	0
C=CCNc1nc2c(c(=O)[nH]c(=O)n2C)n1Cc1cccc(C)c1	-2.8	97	94	-3	-11	-6	-1	94	-3	-10	2
CCC(=O)Nc1ccc(NC(=O)/C=C/c2ccc(Cl)cc2)cc1	0.4	99	100	-7	-2	-7	-7	101	2	-2	-4
O=C1CC(NNc2ccccc2)C(=O)N1c1cccc(Cl)c1 (stereo not drawn)	0.8	96	95	-1	-2	-1	-3	100	9	-2	0
Cc1ccc(O)c(C(CC(=O)NCc2ccco2)c2ccccc2)c1 (stereo not drawn)	1.0	104	101	-2	-7	-2	0	102	4	-8	0
CCOC(=O)c1cccnc1SC(CC)C(=O)N1CCOCC1 (stereo not drawn)	0.6	102	101	0	1	0	0	99	1	0	1
COc1ccc(N(CC(=O)NCc2ccco2)S(=O)(=O)c2ccc(OC)c(OC)c2)cc1	0.0	97	107	2	0	-3	-3	108	-1	-2	1
O=C(CSC1=NCCN1)Nc1cccc(C(F)(F)F)c1	0.5	99	?	0	-1	-2	0	98	3	-5	2
C[C@H](NC(=O)OC(C)(C)C)c1nnc(SCC(=O)c2ccc(Cl)cc2)o1	0.5	100	101	-15	-17	-11	-9	101	2	-24	-10
CN(CC(=O)NCCc1ccccc1)S(=O)(=O)c1ccccc1	0.4	103	?	-2	-8	-6	-2	104	5	-6	-6
CCOc1cccc(/C=N/Nc2ccc(S(=O)(=O)N(CC)CC)cn2)c1O	-3.2	98	104	-4	-4	-5	-5	103	-4	0	-2
CC(=O)Nc1ccc(NC(=O)C2(C)CC2(Cl)Cl)cc1 (stereo not drawn)	-0.1	100	99	-3	-4	-4	-2	100	-1	-7	-3
O=C(O)c1ccc(-c2nc(-c3ccccc3Cl)cs2)cc1	-0.5	100	104	-4	-6	0	-3	101	3	-6	-1
O=C(/C=C/c1ccc(Cl)cc1)N1CCN(c2ccccn2)CC1	0.3	100	99	-5	-7	-6	-6	99	37	-7	-4
CC(C)NC(=O)C1CCN(C(=O)c2cc3sccc3n2Cc2ccc(F)cc2)CC1	1.2	103	106	-2	-11	-8	-5	106	3	-15	-1
COC(=O)c1sc(NC(=O)CSc2nnc(C(C)C)n2C)nc1C	0.3	94	89	-7	-3	-4	3	91	2	-5	7
O=C(c1c(F)cccc1F)N1CCN(c2ccccc2F)CC1	0.2	99	105	-1	-4	-3	0	106	1	-14	1
CCC(=O)O[C@]1(C(=O)CCl)[C@@H](C)C[C@H]2[C@@H]3CCC4=CC(=O)C=C[C@]4(C)[C@@]3(F)[C@@H](O)C[C@@]21C	1.2	100	105	-4	1	-7	-4	98	2	-3	-1
CCCCCSc1nnc2c(n1)OC(c1cccn1C)N(C(C)=O)c1ccccc1-2 (stereo not drawn)	0.2	95	89	-12	-4	-6	0	87	0	-8	3
CN(CC(=O)Nc1ccccc1Cl)C(=O)CSc1ncc(C(F)(F)F)cc1Cl	1.5	100	108	-7	-7	-9	-2	106	8	-16	-3
COc1cccc(CC(NC(C)=O)C(=O)NC2CCN(S(=O)(=O)c3ccc(NC(C)=O)cc3)CC2)c1 (stereo not drawn)	0.9	102	103	-5	-5	-8	-3	102	2	-7	-5
CC1CN(c2nc3ccccc3cc2-c2ccccc2)CC(C)O1 (stereo not drawn)	-0.7	101	104	1	-3	-2	3	103	-1	-1	1
Cc1ccc(NC(=O)CN(C)CC(=O)Nc2ccc(N3CCOCC3)cc2)c([N+](=O)[O-])c1	1.9	108	106	-2	0	-3	-1	104	9	2	0
Cc1ccc(S(=O)(=O)NNC(=O)c2cccs2)c(C)c1	-0.2	101	101	-5	0	-2	-1	103	-2	-4	-3
O=C(c1cccc(Br)c1)N1CCN(S(=O)(=O)N2CCOCC2)CC1	0.2	103	96	-1	-2	-2	-1	105	-1	-4	-2
O=C1CCCC2=C1C1c3ccccc3C(=O)N1c1ccc(C(=O)c3ccccc3)cc1N2 (stereo not drawn)	10.0	103	98	/	?	/	/	95	17	/	/
Cc1nc(CCNC(=O)Cc2ccc(F)cc2)cs1	0.0	100	101	0	-3	-5	1	102	0	-6	2
Nc1cc[n+](CC(=O)c2ccc3c(c2)OCCO3)cc1	-0.3	83	87	-6	0	-1	-6	83	-9	0	-1
O=C(NC(=S)Nc1ccc(S(=O)(=O)NC2CCCCC2)cc1)c1cccs1	-0.1	101	104	-12	-6	-11	-3	106	0	-8	-7
O=C(COc1ccc(Cl)cc1Cl)NCCCCc1ccccc1	0.1	103	102	-13	-13	-9	-3	100	0	-17	-1
O=C(Nc1ccc2[nH]c(=O)[nH]c2c1)c1ccc(Cl)c(Cl)c1	-0.2	100	?	0	-2	-3	1	97	-1	-4	0
Cc1ccc(Cn2ccc(NC(=O)c3nn(C)cc3Cl)n2)cc1	0.9	98	98	0	-5	-4	-4	96	3	0	-2
COc1cc(NC(=O)Nc2ccccc2OC)c(OC)cc1NC(=O)CN1CCCCC1	0.3	99	97	-2	0	0	-2	96	2	0	0
Cc1nc(COC(=O)c2cc(O)c3ccccc3c2O)cs1	-0.5	91	?	2	11	-13	0	100	-1	36	12
COc1ccc(C2N(c3ccc(C)cc3)CCN2c2ccc(C)cc2)cc1O	-0.1	104	103	0	-1	0	-1	102	-1	1	-1
O=C(O)/C=C/C(=O)N1CCc2ccccc21	0.5	103	105	0	2	-2	1	105	1	-7	0
COC(=O)C1(S(=O)(=O)c2cccc3nsnc23)CC1	1.3	97	89	-5	-10	-6	-3	90	69	-23	-2
Cc1[nH]c2ccccc2c1SCC(=O)N1CCCCC1	-0.7	82	92	0	3	0	0	89	-2	3	1
COc1cc(C(C(=O)NC2CCCCC2)N(Cc2ccco2)C(=O)c2cnccn2)cc(OC)c1OC (stereo not drawn)	-0.2	103	98	-2	-5	-8	-1	99	-1	-7	-2
CC1CN(S(=O)(=O)c2ccc(C(=O)NCCCn3ccnc3)cc2)CC(C)O1 (stereo not drawn)	0.7	94	96	-2	-2	-1	-2	90	6	-3	1
COc1ccc(/C=C(/NC(=O)c2ccc(C)cc2)c2nc3ccccc3[nH]2)cc1OC	0.7	105	103	-3	-1	-7	-4	104	2	-10	-2
Cc1cccc(C)c1NC(=S)NCCCN1CCCC1=O	0.1	103	101	-2	1	-3	0	100	1	-1	-1
Cc1ccc(Cn2nnc3c(=O)[nH]c(C(=O)NCc4ccco4)nc32)cc1	0.1	88	89	-2	3	0	2	86	0	-2	1
O=C(Nc1ccc2c(c1)OCCO2)C1CCCN(c2ncccn2)C1 (stereo not drawn)	0.3	103	98	-6	-7	-7	-6	104	1	-13	-1
COC(=O)c1cc(Br)c(=O)n(CCN2CCCC2)c1	0.6	100	105	-1	-3	-3	-3	101	1	-2	-2
C/C(CC(=O)Nc1cc(C)ccn1)=N\NC(=O)c1cccc(C)c1	2.3	106	108	-2	-5	-1	-2	109	5	-4	-2
CCCCN(C(=O)CN1CC(C)OC(C)C1)c1c(N)n(CC(C)C)c(=O)[nH]c1=O (stereo not drawn)	0.0	100	103	-4	-6	-8	-4	104	-2	-7	-5
COC(=O)CCSCC(=O)Nc1nnc(C)s1	-0.1	100	98	-3	5	-2	0	98	-1	-2	2
CC(C)(C)c1cc(C(=O)NCc2ccco2)ccn1	0.5	97	91	-3	-2	1	-3	86	5	-2	-1

In the list so far, two have a CF3 group.
SMILES	ABCB1 inh	RGS8-Gao	RGS7-Gao reg	Bcl-XL Bim block	Bim-Bcl-2	Bcl-B Bim block	Mcl-1 Bim block	RGS4-Gao reg	ABCG2 inh	Bim-Bfl-1	Bim-Bcl-W
O=C(CSC1=NCCN1)Nc1cccc(C(F)(F)F)c1	0.5	99	?	0	-1	-2	0	98	3	-5	2
CN(CC(=O)Nc1ccccc1Cl)C(=O)CSc1ncc(C(F)(F)F)cc1Cl	1.5	100	108	-7	-7	-9	-2	106	8	-16	-3

Bioassay records as filed in PubChem BioAssay.

Compounds as they come. Share with any hit: about 0.94%.
